Compound activity from PubChem.
HEK293 tox: cytotoxic in the GLP-1 receptor inverse agonist counter-screen. AID 624418. Potency, µM (highest dose often 38.3 µM), for inactives: top-dose activity change, negative = inhibition, actives largely listed as inhibitors. 0.13% of 410,000 active. HEK293 cAMP-luciferase reporter cells, luminescence, 24 h;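 note: loss of luciferase light is scored as toxicity; % is set by controls: 0 for no effect and ±100 for the full control effect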
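Quantitative HTS format, 1536 wells, 200 cells/uL seeded. Compounds: 23 nL, 24 h, 37 °C. Detection: luciferase reagent, luminescence at 12 min RT; decreased signal taken as cytotoxic.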
TDP43 rescue: rescues yeast growth from TDP-43 toxicity | TDP-43 expressing yeast growth rescue, BacTiter-Glo, 24 h | Potency, µM (series often up to 46.1 µM), for the others: top-dose growth rescue (activation), usual class: activators | 1.8% of 410,000 active | AID 652104; note: % of control where 0% means no effect; nearly all actives have a fitted effect of over 50% in size
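Yeast expressing TDP-43 (pregrown in raffinose, seeded at OD600=0.02 in galactose medium) exposed to compounds 24 hr at 30 deg C. Growth read by BacTiter-Glo luminescence; rescue of toxicity appears as increased signal.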
KB-3-1 tox: kills parental KB-3-1 adenocarcinoma cells. 1.4% of 400,000 active. AID 1347075. KB-3-1 viability, CellTiter-Glo ATP luminescence, 72 h. Potency, µM (doses to about 46.1 µM), for inactives: top-dose activity change, negative = cytotoxic, most hits filed as cytotoxic; note: % is set by controls: 0 for no effect and ±100 for the full control effect; nearly all actives have a fitted effect of over 60% in size
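Using CellTiter-Glo luminescence, growth of non-resistant KB-3-1 adenocarcinoma cells is assessed 72 h after pin-tool compound addition at 37 °C. Normalized responses across the concentration series yield fitted curves.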
GLP-1R inv ag: acts as inverse agonist at human GLP-1 receptor. AID 624417. 1.6% of 410,000 active. Potency, µM (titrated, usually from 38.3 µM), for inactives: top-dose activity change, negative = inhibition, hits mostly inhibitors. HEK293 GLP-1R CRE-luciferase, luminescence, 24 h; GLP-1R form is constitutively active; note: % is set by controls: 0 for no effect and ±100 for the full control effect; nearly all actives have a fitted effect of over 55% in size
Target sequence (P43220 whole entry, looked up): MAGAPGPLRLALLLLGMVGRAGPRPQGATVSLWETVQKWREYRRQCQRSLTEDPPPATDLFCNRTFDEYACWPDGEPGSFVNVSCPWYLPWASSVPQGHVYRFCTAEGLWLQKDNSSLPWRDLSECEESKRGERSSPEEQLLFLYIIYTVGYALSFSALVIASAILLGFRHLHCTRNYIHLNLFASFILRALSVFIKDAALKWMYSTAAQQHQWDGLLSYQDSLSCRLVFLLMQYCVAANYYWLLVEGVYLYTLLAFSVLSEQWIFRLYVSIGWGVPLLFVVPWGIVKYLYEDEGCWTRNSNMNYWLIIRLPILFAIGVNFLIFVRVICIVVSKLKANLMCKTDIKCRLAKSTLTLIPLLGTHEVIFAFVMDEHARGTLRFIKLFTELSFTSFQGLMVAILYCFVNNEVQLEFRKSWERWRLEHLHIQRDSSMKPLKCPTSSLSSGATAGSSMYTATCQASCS
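Readout was luciferase luminescence, measured 12 min after detection reagent at room temperature. Beforehand, GLP-1R reporter HEK293 cells had sat 12 h, then received compounds for 24 hr at 37 deg C.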
HT1080NT lethal: kills 2HG-producing HT-1080-NT fibrosarcoma cells; HT-1080-NT fibrosarcoma viability, CellTiter-Glo ATP luminescence, 48 h; Potency, µM (series often up to 46.1 µM), for the others: at the highest dose activity, negative = less viability, usual class: cytotoxic; 1.6% of 360,000 active; AID 686970;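 note: NT is the 2HG producing partner of a matched IDH1 knockdown line; 0% = DMSO-treated cells and -100% = media-only wells without cells; nearly all actives have a fitted effect of over 55% in size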
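Luminescent CellTiter-Glo readout after 48 hours of compound exposure at 37 degrees C defined viability of HT-1080-NT cells. Activity was normalized to DMSO wells and cell-free media wells; concentration-response curves were fitted and assigned curve classes.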
HT1080 IDH1KD tx: HT-1080 IDH1 knockdown cell toxicity (counter line). HT-1080 IDH1 knockdown viability, ATP luminescence, 48 h. Potency, µM (top dose mostly 46.1 µM), for inactives: at the highest dose activity, negative = toxicity, usual class: cytotoxic. 2% of 360,000 active. AID 686971;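 note: 0% = DMSO wells and -100% = cell-free medium wells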
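Knockdown cells (IDH1KD HT-1080) received compounds 2 h after plating at 750 cells/well and were kept 48 h at 37 °C in 5% FBS RPMI. A CellTiter-Glo luminescence read gave % activity for curve fitting.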
KB-V1 MDR tox: KB-V1 MDR subline cytotoxicity | Potency, µM (highest dose often 46.1 µM), without a hit: at the top dose activity change, negative = cytotoxicity, hits mostly cytotoxic | AID 1347076 | 3.4% of 400,000 active | KB-V1 MDR cells viability, CellTiter-Glo, 72 h; note: % is set by controls: 0 for no effect and ±100 for the full control effect; nearly all actives have a fitted effect of over 60% in size
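KB-V1, DMEM (no phenol red) + 10% FBS; cpd pin-transferred, titration series; 72 h, 37 degrees C; CellTiter-Glo, luminescence. Data normalized, curve-fit.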
GLP1R ag: agonists of human GLP-1 receptor; 0.007% of 380,000 active; P43220; Potency, µM (titrated, usually from 45.6 µM), inactives show at the highest dose activation, actives largely listed as activators; HEK293 GLP-1R CRE-luciferase, luminescence, 4-6 h; cells express a hypersensitive GLP-1R form; note: % of control where 0% means no effect
SW480 rerep: induces DNA re-replication in SW480 colon adenocarcinoma cells | SW480 DNA re-replication, Hoechst DNA content imaging, 48 h | Potency, µM (doses to about 46.1 µM), for the others: at the highest dose re-replication activation, hits mostly activators | 1.8% of 340,000 active; note: % of control where 0% means no effect; nearly all actives have a fitted effect of over 55% in size
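Quantitative HTS format with DMSO vehicle controls; 48 hr drug incubation at 37 C, then 40 min Hoechst staining and scanning imager measurement at 405 nm excitation.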
Active calls of the source: *; ? = inconclusive; . = no result given; & = joins results of further samples; [ ] = dose if it differs, or a comment. Calls come from the whole dose curve; as a rule, active = well fitted curve in the direction sought with a large enough effect; inconclusive = small, poorly fitted or top-dose-only effect, or another doubt; inactive = no such curve, though single readings can be large; an effect the other way counts as inactive or inconclusive. Potency is the fitted concentration of half-maximal effect.

SMILES	HEK293 tox	TDP43 rescue	KB-3-1 tox	GLP-1R inv ag	HT1080NT lethal	HT1080 IDH1KD tx	KB-V1 MDR tox	GLP1R ag	SW480 rerep
CC(NC(=S)Nc1cccc(F)c1)C(c1cccs1)N1CCOCC1 (centres undefined)	-7%	0%	21%	?	-8%	-18%	-11%	11%	-3%
Cc1cc(O)c(-c2n[nH]c3c2C(c2cccc(O)c2)N(Cc2cccnc2)C3=O)cc1Cl (centres undefined)	?	-12%	?	6%	-29%	?	2%	7%	2%
Cc1c(C(=O)NN2CCOCC2)cccc1[N+](=O)[O-]	0%	6%	2%	-3%	5%	4%	23%	-1%	-18%
Cc1cccc(N(C)S(=O)(=O)c2ccc3c(c2)NC(=O)CC(=O)N3)c1	-6%&3%	-3%&15%	2%&-6%	-5%&1%	2%	7%	6%&17%	-4%	-79%[inhibitor]
O=C(COC(=O)c1cc(Cl)ccc1[N+](=O)[O-])NCc1ccc(Cl)cc1Cl	2%	?	6%	?	0%	-3%	4%	8%	-4%
CN1CCN(C2CN(Cc3ccccc3)S(=O)(=O)C2)CC1 (centres undefined)	5%	10%	0%	-10%	2%	18%	14%	-2%	.
COc1ccc(-c2csc(/C(C#N)=C(\O)CSc3nccn3C)n2)cc1OC	4%	6%	1%	86%[activator]	-11%	-7%	16%	8%	-2%
Fc1ccccc1NC(=S)NCCc1ccc(Cl)cc1	?	?	5%	?	-18%	-18%	-6%	4%	-3%
O=C1c2cccc(OCC(=O)N3CCCc4ccccc43)c2CCN1Cc1ccc(F)cc1	?	?	?	?	-24%	-25%	9.2µM*	16%	10%
CCOc1ccc(C(=O)NCC(=O)Nc2ccc(N3CCOCC3)cc2)cc1OCC	10%	0%	24%	38%	-28%	0%	-11%	4%	-31%[inhibitor]
CCOC(=O)CC(N)c1ccc2c(c1)OCO2 (centres undefined)	4%	-15%	-1%	10%	9%	-2%	2%	2%	0%
Cc1ccc(NS(=O)(=O)c2ccc(-n3cccn3)cc2)cc1C	2%	-5%	0%	-10%	-1%	-18%	-12%	14%	-1%
CCN(CC)S(=O)(=O)c1cccc(C(=O)NC2=NCCS2)c1	-6%	-7%	1%	29%	14%	1%	3%	1%	3%
CCN(CC)c1ccc(/C=N/N=C(c2ccccc2)c2ccccc2)c(O)c1	-4%	5%	-21%	?	-6%	-23%	?	-33%[inhibitor]	23µM*
Cc1cc(C)n(-c2ncccc2[N+](=O)[O-])n1	0%	7%	10%	15%	18%	10%	26%	-2%	-5%
CCCCC(O)(CCN1CCOCC1)c1ccc(Cl)cc1 (centres undefined)	-24%	-27%	0%	?	-3%	-5%	-15%	5%	0%
O=[N+]([O-])c1ccccc1/C=C/CN1CCN(Cc2ccc3c(c2)OCO3)CC1	2%	-9%	-27%	-41%	3%	-1%	-13%	11%	-2%
COc1cccc(CNC(=O)COC(=O)c2cc(Br)c(Br)s2)c1	-24%	-19%	-2%	4%	0%	7%	5%	0%	-7%
COc1cc(NC(=O)c2ccc(C)c(Cl)c2)ccc1NC(=O)c1cc2ccccc2o1	-6%	0%	0%	1%	.	.	20%	.	.
Cc1ccc(Sc2nc(C)c([N+](=O)[O-])c(C)c2C#N)cc1	0%	-7%	-16%	-24%	-2%	-11%	-20%	13%	-37%[inhibitor]
C[C@@H]1ON(C2CCCCC2)[C@H]2c3nc4ccccc4n3C[C@@H]12	5%	11%	16%	10%	12%	14%	-1%	-1%	0%
CCN(C(=O)Nc1cccc2ccccc12)c1ccccc1	3%	?	-16%	-26%	0%	-4%	-1%	3%	.
CC1CN(S(=O)(=O)c2ccccc2)CN1C(=O)N1CCOCC1 (centres undefined)	-8%	0%	-12%	6%	5%	12%	-2%	8%	-12%
Cc1ccc(S(=O)(=O)Cn2nnnc2C(CC(C)C)N2CCN(c3ccccc3)CC2)cc1 (centres undefined)	14%	11%	-13%	-7%	5%	-6%	0%	-2%	-4%

In the list so far, these have fluorine.
SMILES	HEK293 tox	TDP43 rescue	KB-3-1 tox	GLP-1R inv ag	HT1080NT lethal	HT1080 IDH1KD tx	KB-V1 MDR tox	GLP1R ag	SW480 rerep
CC(NC(=S)Nc1cccc(F)c1)C(c1cccs1)N1CCOCC1 (centres undefined)	-7%	0%	21%	?	-8%	-18%	-11%	11%	-3%
Fc1ccccc1NC(=S)NCCc1ccc(Cl)cc1	?	?	5%	?	-18%	-18%	-6%	4%	-3%
O=C1c2cccc(OCC(=O)N3CCCc4ccccc43)c2CCN1Cc1ccc(F)cc1	?	?	?	?	-24%	-25%	9.2µM*	16%	10%

New compounds follow
SMILES	HEK293 tox	TDP43 rescue	KB-3-1 tox	GLP-1R inv ag	HT1080NT lethal	HT1080 IDH1KD tx	KB-V1 MDR tox	GLP1R ag	SW480 rerep
Cc1ccccc1S(=O)(=O)N1CC(C(=O)O)=CC[C@H]1c1ccc(Cl)cc1	-13%	-2%	3%	-25%	1%	-11%	1%	-2%	-7%
COc1cc2ccccc2cc1C(=O)Nc1cccc(-c2nc3cc(C)ccc3o2)c1C	12%	16%	2%	5%	.	.	0%	.	.
CCN(C(=O)c1cc2c(=O)n3cccc(C)c3nc2s1)c1ccc(C)c(C)c1	15%	20%	?	11%	.	.	?	.	.
O=C(CSc1nnc(-c2ccccc2)o1)N1CCCCC1	-9%	-11%	19%	-13%	11%	6%	0%	2%	-9%
Cc1ccc(NC(=O)COc2ccccc2C(=O)Nc2ccccc2)cc1Cl	75%[activator]	-3%	9%	0%	-2%	-1%	6%	-1%	-5%
CC(=O)Cc1nsc(NC(=O)c2csc3c2CCCC3)n1	0%	4%	-6%	?	-3%	-2%	-4%	2%	-2%
COCCn1c(C)cc(/C=C2/SC(=O)N(CC(=O)N3CCCC3)C2=O)c1C	-13%	?	3%	5%	10%	5%	?	-2%	-1%
COc1ccc(N2CC(C(=O)Nc3ccccc3C(=O)NCc3ccco3)CC2=O)cc1 (centres undefined)	2%	9%	6%	-8%	0%	-1%	-29%	0%	1%
CCN(CC(=O)Nc1ccc(NC(C)=O)cc1)C(=O)c1cc2c(s1)CCCC2	-17%	17%	11%	7%	1%	1%	0%	6%	?
COC(=O)c1sccc1S(=O)(=O)N1CCN(c2cccc(C)c2)C(C)C1 (centres undefined)	-2%	14µM*	3%	-25%	.	.	8%	.	.
CCc1nnc(NC(=O)C(=O)NCCOC(=O)c2ccccc2)s1	4%	-16%	1%	1%	0%	0%	6%	0%	2%
COc1cc(C)ccc1Oc1ncnc(N)c1[N+](=O)[O-]	15%	0%	3%	0%	-1%	-1%	-4%	13%	-6%
CCN(CC)C1CCS(=O)(=O)C1 (centres undefined)	8%	-21%[0.397 µM]	2%	-18%	-1%	-2%	25%	7%	-2%
Cc1nn(C)cc1S(=O)(=O)N1CCN(c2ccccc2)CC1	-6%	-3%	18%	-23%	8%	8%	-4%	-2%	-4%
COc1ccc2[nH]c3c(c2c1)CCN1C(=O)C(CC(=O)NCC24CC5CC(CC(C5)C2)C4)C[C@H](C(=O)N2CCOCC2)[C@@]31CCC1CCCC1 (some centres undefined)	2%	5%	?	16%	10%	8%	?	6%	15%
CCC(C)(C)n1nnnc1CN1CCN(c2nc3cc(OC)ccc3cc2C#N)CC1	-8%	11%	?	4%	-13%	-16%	-19%	7%	11%
Cc1ccc(CS(=O)(=O)Cc2ccc(C(=O)NCCCN3CCOCC3)o2)cc1	-26%	0%	4%	1%	-6%	0%[9.24 µM]	16%	2%	20%
COc1cc(C(=O)Nc2nc3ccc(S(C)(=O)=O)cc3s2)cc(OC)c1C	-26%	18%	8%	-5%	-16%	-10%	7%	11%	18µM*
Cc1c(Cl)cccc1Nc1sc(C(=O)c2ccccc2)c(N)c1S(=O)(=O)c1ccccc1	0%	23%	-7%	7%	.	.	-18%	.	.
CCc1ccccc1NC(=O)COCc1cc(-c2ccco2)on1	12%	16%	15%	5%	.	.	-12%	.	.
CNc1nc(SC(C)C(=O)Nc2ccc(Cl)c(Cl)c2)nc(N2CCOCC2)n1 (centres undefined)	-10%	-7%	-22%	10%	10%	5%	?	12%	11%
O=C1C=C(c2ccc(-c3ccccc3)cc2)C[C@@H](c2ccc(Cl)cc2)C1	1%	9%	0%	0%	4%	8%	0%	1%	-5%
CCNC(=S)NNC(=O)c1ccc(OC(F)F)cc1	-2%	12%	5%	-1%	1%	14%	-1%	-7%	-3%
N/C(=N\OC(=O)c1cccc(Br)c1)c1ccc([N+](=O)[O-])cc1	-5%	19%	?	-4%	-6%	6%	-1%	4%	0%
CCCc1c(C(=O)N/N=C/c2ccccc2OCc2ccc(F)cc2)nnn1-c1nonc1N	0%	2%	-7%	4%	0%	0%	9%	-5%	?
Cc1cc(Cc2cc(C)c(O)c(CO)c2)cc(CO)c1O	?	-17%	?	?	-11%	-4%	-35%	23%	-6%
CCCN1C(=O)c2cc(C(=O)NCCc3cccc(C)c3)ccc2C1O (centres undefined)	-6%	20%	-3%	-7%	-7%	-4%	-3%	4%	3%
CN(C(=O)c1ccc(Br)o1)C1CCS(=O)(=O)C1 (centres undefined)	-8%	-5%	?	17%	20%	19%	?	6%	-1%
Cc1ccc(CSc2ncnc3c2cnn3Cc2ccccc2)cc1	2%	-7%	7%	?	-2%	21%	0%	-5%	12%
CN(c1ccc(C(=O)NCCSCc2ccc(Cl)cc2)cc1)S(=O)(=O)c1ccccc1	-13%	9%	-19%	?	7%	5%	-3%	-3%	-1%
CCCOc1ccc(C2NC(=O)NC(c3ccccc3)=C2C(C)=O)cc1OCC (centres undefined)	6%	-13%	-7%	33%[activator]	6%[9.24 µM]	-22%	2%	-3%	-4%

For convenience, part of the list above:
SMILES	HEK293 tox	TDP43 rescue	KB-3-1 tox	GLP-1R inv ag	HT1080NT lethal	HT1080 IDH1KD tx	KB-V1 MDR tox	GLP1R ag	SW480 rerep
CCCN1C(=O)c2cc(C(=O)NCCc3cccc(C)c3)ccc2C1O (centres undefined)	-6%	20%	-3%	-7%	-7%	-4%	-3%	4%	3%
CN(C(=O)c1ccc(Br)o1)C1CCS(=O)(=O)C1 (centres undefined)	-8%	-5%	?	17%	20%	19%	?	6%	-1%
